# Screens: PubChem, several laboratories
# PLAP inhibition – PLAP enzyme inhibitors, biochemical, luminescence, HTS (AID 690). Alkaline phosphatase, placental type (Homo sapiens). purified PLAP, luminescent substrate; higher % means a stronger effect. one-dose inhibition, % at 20 µM; IC50 in µM for titrated hits. 96,000 tested, 0.08% active; in the data active = a potency from the dose series; inactive = the rest, 99 in 100 with inhibition below about 30%; note: strong numbers were not always called active
# MRP reversal – reversal of MRP1-mediated doxorubicin resistance, primary screen, H69AR cells, doxorubicin co-treatment; differential viability (reversal), % at 10 µM; H69AR cells + 2 uM doxorubicin, CellTiter-Glo, 72 h; AID 602, 2007; 85,000 tested, 0.04% active;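 active = viability drop by adding the cancer drug above about 55%, with treated viability meeting a 40% cutoff, limit read from the data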;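 note: viability without doxorubicin minus viability with 2 µM doxorubicin for each compound; larger differential means the compound sensitizes cells more to doxorubicin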
# IL1B NFkB pot – enhancers of NFkB p65 translocation in HUVEC – imaging, IL-1B stimulus, high-content imaging, primary screen; HUVEC IL-1B NFkB p65 nuclear translocation imaging; activation, % at 2 µM; 94,000 tested, 0.3% active;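 active = activation above 40%, about the mean plus 3 SD, also judged a hit on visual image review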;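 note: percent activation is computed from the nuclear over cytoplasmic p65 intensity ratio; values of inactives mirror those of a sister screen read the other way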
# IL1B NFkB inh – inhibitors of IL-1B driven NFkB p65 nuclear import, primary screen, imaging, HUVEC, IL-1B stimulus, high-content imaging; HUVEC IL-1B NFkB p65 nuclear translocation imaging; 94,000 tested, 0.43% active; inhibition, % at 2 µM;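 active = inhibition above about 30% together with a positive call from visual inspection of the well image, limit read from the data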;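 note: nuclear over cytoplasmic p65 intensity ratio measured by imaging; 0% = IL-1B stimulated DMSO wells and 100% = unstimulated DMSO wells; values of inactives mirror those of a sister screen read the other way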
# Bcl-B displacement – displacers of TR3 peptide from Bcl-B, primary screen, selectivity assay for Bfl-1 inhibitor project, biochemical, fluorescence polarization; displacement, % at 20 µM, or IC50 in µM where a hit was titrated; FP displacement of FITC-TR3 peptide from Bcl-B; higher % means a stronger effect; Bcl-2-like protein 10 (Homo sapiens); 96,000 tested, 0.11% active;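 active = displacement above 50% at 20 µM plus a fluorescence interference ratio under 1.5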;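 note: plate controls were wells without compound for no effect and wells lacking Bcl-B protein for full effect; a part of the inactive calls stands beside numbers as strong as those of hits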
# MRP reversal cytotoxicity – also measured in MRP reversal; calls as there; viability, %; H69AR cells, CellTiter-Glo, 72 h; measured here: cytotoxicity without doxorubicin
# MRP reversal with doxorubicin – recorded beside MRP reversal, whose call it bears; viability, %; measured here: viability with 2 uM doxorubicin; active compounds read low
# IL1B NFkB inh cell count 2 µM – second read-out of IL1B NFkB inh, no call of its own (marks repeat the call); cell count; measured here: cells passing quality filter;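 raw number of nuclei counted in each imaged well without normalization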
# IL1B NFkB pot cell count 2 µM – second read-out of IL1B NFkB pot, no call of its own (marks repeat the call); cell count; measured here: cells passing quality filter
# * = called active by the depositor; nt = no result given.
SMILES,PLAP inhibition,MRP reversal,MRP reversal cytotoxicity,MRP reversal with doxorubicin,IL1B NFkB pot,IL1B NFkB pot cell count 2 µM,IL1B NFkB inh,IL1B NFkB inh cell count 2 µM,Bcl-B displacement
O=C(CSc1ncn(-c2ccccc2)n1)Nc1ccc2c(c1)OCO2,0%,-20,66,86,nt,nt,nt,nt,6%
COCCCN1C(=O)c2ccc(C(=O)Nc3ccccc3OC)cc2C1=O,-14%,-7,95,102,13,165,-13,165,13%
CN1C(=O)/C(=C/c2cc(N=Nc3ccccc3)ccc2O)SC1=S,9%,nt,nt,nt,9,150,-9,150,1%
CCOC(=O)N1CCN(C(=O)CSCc2ccc(C)cc2)CC1,-7%,nt,nt,nt,-6,161,6,161,0%
CSc1nc(-c2ccccc2)nn1S(=O)(=O)c1ccccc1,nt,12,96,83,4,124,-4,124,nt
COC(=O)CSc1nc(N2CCOCC2)c2c(c1C#N)CC(C)(C)N(C)C2,-14%,6,85,79,16,176,-16,176,-10%
CC1CCCC(C)N1C(=O)c1ccccc1Nc1ccc(SC(F)F)cc1 (stereo unspecified),-2%,nt,nt,nt,6,132,-6,132,-1%
CCC(C)N=CC1=C(O)CC(c2ccccc2)CC1=O (stereo unspecified),-33%,-27,55,82,29,161,-30,161,3%
CC(NC(=O)Cc1cccs1)c1ccncc1 (stereo unspecified),-29%,11,102,91,-6,92,6,92,9%
O=C(Cn1c(=O)n(Cc2ccco2)c(=O)c2c3c(sc21)CCCC3)Nc1ccccc1,-59%,0,95,95,3,80,-3,80,-24%
O=C(O)C1C2C=CC(C2)C1C(=O)N1CCN(CCO)CC1 (stereo unspecified),7%,2,103,101,32,131,-32,131,-2%
Cc1nc2[nH]c(=S)[nH]c2cc1Br,-9%,nt,nt,nt,-9,185,8,185,8%
Cc1ccc2c(c1)NC(=O)C(CC(=O)NCCCN1CCCCC1)O2 (stereo unspecified),19%,6,89,83,-7,136,7,136,4%
Cc1cccc(N2CCN(C(=O)c3cccc(N4C(=O)C5CC=CC(C)C5C4=O)c3)CC2)c1C (stereo unspecified),-83%,8,94,86,9,189,-9,189,5%
COC(=O)COc1cccc(NC(=O)COc2ccccc2)c1,1%,1,85,84,4,156,-4,156,5%
CCOC(=O)C1CCCCN1Cc1cccc(C(F)(F)F)c1 (stereo unspecified),-4%,8,84,76,18,160,-18,160,7%
Cc1cccc(-c2csc(N)c2C(=O)OC(C)C)c1,nt,6,64,59,2,146,-2,146,nt
COc1ccc(CN2C(=O)CN(C3CCCCCC3)C(=O)C2c2ccc(OC)c(OC)c2)cc1 (stereo unspecified),-10%,-3,89,92,-5,188,5,188,0%
Cc1ccccc1-n1nc(C)c2cc(C(=O)NC3CC3)sc21,-24%,-9,66,76,-2,154,2,154,5%
Cc1ccc(-n2c(=O)cc(N3CCc4ccccc4C3)[nH]c2=O)cc1,nt,-11,62,73,2,93,-2,93,nt
O=C(Nc1nc2ccccc2s1)C1CCCO1 (stereo unspecified),12%,3,98,95,-2,191,2,191,-2%
Cn1ncc(N=Cc2ccc([N+](=O)[O-])cc2)c1C(=O)N1CCOCC1,22%,-25,67,92,17,66,-17,66,1%
O=C(NCCc1ccccc1)C1CCCN(S(=O)(=O)c2cccnc2)C1 (stereo unspecified),0%,nt,nt,nt,-3,185,3,185,0%
COc1ccccc1OCC(=O)Nc1ccc(S(=O)(=O)N2CCCCCC2)cc1,-50%,16,76,61,4,98,-4,98,-26%
C=CCSc1nc(C)c(CC(=O)OCC(C)C)c(=O)[nH]1,-12%,2,89,88,nt,nt,nt,nt,2%
O=C(COc1ccccc1)n1nc(-c2ccc(Cl)cc2)nc1NCc1ccco1,-9%,-26,12,38,10,146,-10,146,4%
COc1ccc(C(=S)N(C)C)cc1OC,-1%,nt,nt,nt,-4,168,4,168,7%
COc1ccc(OC)c(NC(=O)Cc2coc3ccc(C)cc23)c1,12%,-7,73,80,24,125,-24,125,-9%
CCOc1ccc(OCC)c(-c2c(=O)n(OCc3ccc(Cl)cc3)c3ccccc3[n+]2[O-])c1,-28%,nt,nt,nt,nt,nt,-3,144,-2%
CCOC(=O)c1ccc(NC2c3ccccc3C(=O)N2c2ccc(C)cn2)cc1 (stereo unspecified),11%,3,91,88,13,120,-14,120,11%
CN(C)C(=O)c1c(-c2ccccc2)oc2ccc(O)cc12,-10%,1,92,91,nt,nt,nt,nt,-10%
Cc1[nH]nc(N=CC2=C(O)CC(C)(C)CC2=O)c1-c1ccc(Cl)cc1,8%,16,31,15,-8,130,8,130,0%
COc1ccc(S(=O)(=O)NCCC(=O)NCc2ccccc2)cc1,8%,13,92,79,-2,151,2,151,13%
CCn1c(CC(=O)Nc2ccc(C)cc2)nnc1SCC(=O)NCc1ccccc1,4%,7,100,92,-4,148,4,148,8%
Cn1c(=O)oc2cc(S(=O)(=O)NCC3CCCO3)ccc21 (stereo unspecified),nt,0,87,87,1,92,-2,92,nt
CCOc1ccc(-c2nnn(CC(=O)c3ccc4c(c3)OCCO4)n2)cc1OCC,-34%,0,86,86,2,209,-2,209,-13%
CCOc1ccccc1C1C(C(=O)OC)=CN(C)C=C1C(=O)OC,-31%,-20,58,79,6,81,-6,81,8%
O=C(N/C(=C\c1cccnc1)C(=O)N1CCOCC1)c1cccc(Br)c1,-5%,nt,nt,nt,-3,98,3,98,-5%
Cc1nn(C/C(C#N)=N\O)c(C)[n+]1N,-3%,-11,105,116,15,65,-15,65,-8%
Cc1ccc(-n2nnnc2SCC(=O)NNC(=O)c2ccco2)c(C)c1,-100%,nt,nt,nt,5,108,-5,108,0%

# Of the compounds above, these contain four or more nitrogen atoms:
SMILES,PLAP inhibition,MRP reversal,MRP reversal cytotoxicity,MRP reversal with doxorubicin,IL1B NFkB pot,IL1B NFkB pot cell count 2 µM,IL1B NFkB inh,IL1B NFkB inh cell count 2 µM,Bcl-B displacement
O=C(CSc1ncn(-c2ccccc2)n1)Nc1ccc2c(c1)OCO2,0%,-20,66,86,nt,nt,nt,nt,6%
COC(=O)CSc1nc(N2CCOCC2)c2c(c1C#N)CC(C)(C)N(C)C2,-14%,6,85,79,16,176,-16,176,-10%
Cn1ncc(N=Cc2ccc([N+](=O)[O-])cc2)c1C(=O)N1CCOCC1,22%,-25,67,92,17,66,-17,66,1%
O=C(COc1ccccc1)n1nc(-c2ccc(Cl)cc2)nc1NCc1ccco1,-9%,-26,12,38,10,146,-10,146,4%
CCn1c(CC(=O)Nc2ccc(C)cc2)nnc1SCC(=O)NCc1ccccc1,4%,7,100,92,-4,148,4,148,8%
CCOc1ccc(-c2nnn(CC(=O)c3ccc4c(c3)OCCO4)n2)cc1OCC,-34%,0,86,86,2,209,-2,209,-13%
Cc1nn(C/C(C#N)=N\O)c(C)[n+]1N,-3%,-11,105,116,15,65,-15,65,-8%
Cc1ccc(-n2nnnc2SCC(=O)NNC(=O)c2ccco2)c(C)c1,-100%,nt,nt,nt,5,108,-5,108,0%

# (listing goes on)
SMILES,PLAP inhibition,MRP reversal,MRP reversal cytotoxicity,MRP reversal with doxorubicin,IL1B NFkB pot,IL1B NFkB pot cell count 2 µM,IL1B NFkB inh,IL1B NFkB inh cell count 2 µM,Bcl-B displacement
O=C(Nc1cc(Sc2ccccn2)cc([N+](=O)[O-])c1)c1ccc(Cl)cc1,36%,nt,nt,nt,14,186,-14,186,-8%
COc1cc(C(=O)NCC2CCCO2)ccc1OCc1c(C)noc1C (stereo unspecified),-13%,-6,93,98,18,125,-18,125,-1%
CN1CCc2nc(NC(=O)c3cccc(OC(F)F)c3)sc2C1,-24%,13,85,72,-18,31,18,31,-28%
O=C(Nc1ccc(Cl)cn1)c1cc2ccccc2o1,19%,-10,87,97,1,163,-1,163,-24%
CCOC(=O)c1cnc(-n2nc(C)cc2C)nc1NCc1ccccc1,-19%,1,2,2,20,127,-20,127,-2%
CN(C(=O)CCc1nc2ccccc2s1)c1ccccc1,5%,nt,nt,nt,12,133,-12,133,-11%
c1ccc(NC2=Nc3ccccc3CC2)cc1,9%,-23,90,112,-5,163,5,163,2%
CC(C)OC(=O)/C(=C\C=C\c1ccccc1)NC(=O)c1ccccc1,14%,nt,nt,nt,-81,98,-5,168,-7%
O=C(NCCc1c[nH]c2ccccc12)C1CCC(Cn2c(=S)[nH]c3ccccc3c2=O)CC1 (stereo unspecified),-80%,-7,66,73,13,180,-13,180,-8%
Cc1ccnc(N2CCC(C(=O)Nc3ccc(Oc4ccccc4)cc3)CC2)n1,0%,1,95,94,4,212,-4,212,-4%
O=C(O)c1cc(Cl)c(Cl)cc1C(=O)N1CCCC1,0%,-2,82,84,nt,nt,nt,nt,-7%
Cn1nccc1C(=O)N1CCN(c2ccc(F)cc2)CC1,nt,14,105,91,-7,100,7,100,nt
O=C(OCC(=O)N1CCCC1)c1cccs1,1%,4,101,97,17,103,-17,103,-7%
CCOC(=O)c1cnc(SC)nc1Oc1cccc(NS(=O)(=O)c2ccc(Cl)cc2)c1,nt,nt,nt,nt,13,145,-13,145,nt
C=CCn1c(NC(=O)c2ccc(Br)o2)c(C(=O)OCC)sc1=S,-18%,11,100,88,11,178,-11,178,11%
CC(C)OC(=O)c1nn2c(C(F)(F)F)cc(-c3ccc(Br)o3)nc2c1Br,-14%,-7,35,43,36,156,-36,156,-27%
CCc1ccccc1NC(=O)CN(C)Cc1nc(N)nc(Nc2ccccc2C)n1,-54%,4,96,92,3,197,-3,197,-4%
CCS(=O)CCSC(=N)N (stereo unspecified),-14%,1,104,103,2,177,-2,177,-12%
Cc1cccc(OCC(=O)OCC(=O)c2c(N)n(C)c(=O)n(C)c2=O)c1,-17%,-4,82,85,3,191,-3,191,2%
O=[N+]([O-])c1ccc(N2CCN(S(=O)(=O)c3ccc4ccccc4c3)CC2)cc1NCc1ccco1,31%,nt,nt,nt,-2,141,2,141,2%
CCn1c(C)cc2c(c1=O)C(c1ccc3c(c1)OCO3)C(C#N)=C(N)O2 (stereo unspecified),6%,6,119,113,6,144,-6,144,-2%
O=C(NCC1CCCO1)c1cc2ccccc2[nH]1 (stereo unspecified),24%,2,106,104,nt,nt,nt,nt,-3%
CCN(CC)/C(=N/S(=O)(=O)c1ccc(C)cc1)c1ccccc1,-20%,7,94,86,-10,166,10,166,-7%
COc1ccc(C(N)CCc2ccc(C)o2)cc1 (stereo unspecified),7%,-2,87,88,4,76,-4,76,nt
COc1cc(NC(=S)Nc2cccc(Cl)c2Cl)c(OC)cc1Cl,5%,nt,nt,nt,8,186,-8,186,-5%
CCCN(CCC)C(=O)c1ccc2c(c1)N(Cc1ccccc1)C(=O)CS2=O (stereo unspecified),-32%,5,85,80,nt,nt,nt,nt,2%
O=C(Nc1ccc(Cl)cn1)C1CCCN1S(=O)(=O)c1cccc2ccccc12 (stereo unspecified),13%,-29,61,90,6,170,-6,170,2%
O=c1[nH]c(SCc2n[nH]c(=S)n2-c2ccccc2)nc2ccccc12,-9%,19,95,76,22,134,-22,134,-5%
CC1CCC(NC(=O)CN2C(=O)C3CCCN3c3ncc(Cl)cc32)CC1 (stereo unspecified),-37%,nt,nt,nt,33,137,-33,137,-55%
Cc1ccc(S(=O)(=O)NC(=NCC(=O)O)c2ccccc2)cc1,9%,9,101,92,-3,204,3,204,4%
COC(=O)c1ccc(CSc2nnc3ccccn23)o1,8%,-5,89,95,152*,182*,-152,182,18%
COc1ccc(C2OC(=O)CC2C(=O)NC2CCCC(C)C2C)cc1OC (stereo unspecified),-30%,17,99,82,10,145,-10,145,-4%
CC(C)CCn1c(SCC(N)=O)nc2c1c(=O)n(C)c(=O)n2C,-16%,-52,39,91,-6,39,6,39,0%
CN1CCN(CC(C)(C)NS(=O)(=O)c2ccc(Cl)cc2)CC1,-45%,-9,93,102,4,75,-4,75,1%
COc1ccc(S(=O)(=O)N2CCCCC2C(=O)O)cc1 (stereo unspecified),nt,18,100,81,5,100,-5,100,nt

# An excerpt; count on the stated rates, not on these rows.
